# Screening data as filed in PubChem BioAssay.
# esBAF inh – SWI/SNF esBAF complex inhibition; AID 602393; mouse ES cells, Bmi1-luciferase knock-in reporter, 24 h; 100% = twice the neutral-well signal; 350,000 tested, 2% active; reporter increase, % at 12.5 µM; in the data active means activation above about 40%;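 further: 0% = median of the plate's neutral control wells and 100% = double that signal; a rise in the Bmi1 reporter signal indicates esBAF inhibition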
# PglD DTNB – PglD (C. jejuni) enzyme inhibition; purified PglD enzyme, DTNB colorimetric CoA detection; inhibition, % at 12.5 µM; 360,000 tested, 0.098% active; AID 602405; in the data active means inhibition above about 16%, passing the limit was not always enough; further: strong numbers were not always called active
# Casp6 inh – blocks human caspase-6 cleavage activity; purified caspase-6, Z-VEID-R110 cleavage fluorescence; inhibition, % at 12.5 µM; 350,000 tested, 0.53% active; AID 686996;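 active means mean inhibition across replicates at least about 35%, with every replicate also reaching that limit, limit read from the data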;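 further: 0% = median of neutral control wells and 100% = no fluorescence left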
# Target sequence (P55212 24-179 limits assumed): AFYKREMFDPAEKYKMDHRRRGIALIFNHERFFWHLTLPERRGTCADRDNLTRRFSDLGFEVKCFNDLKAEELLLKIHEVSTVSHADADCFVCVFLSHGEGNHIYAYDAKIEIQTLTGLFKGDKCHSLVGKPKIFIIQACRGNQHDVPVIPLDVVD
# Target sequence (P55212 194-293 limits assumed): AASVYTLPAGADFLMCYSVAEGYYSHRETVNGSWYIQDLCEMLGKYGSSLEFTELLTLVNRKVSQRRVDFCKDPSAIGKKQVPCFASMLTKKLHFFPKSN
# E-selectin induc – induces E-selectin expression in human endothelial cells. HUVEC E-selectin immunofluorescence imaging; normalized: neutral wells 0, TNF-alpha wells 100. activation, % at 7.58 µM. 260,000 tested, 0.37% active;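 active means mean E-selectin-positive cell signal at least 10% of the positive control, reached in at least 60% of replicates, without over 20% cell loss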;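 further: in these data hits start at about 27%; measured in HUVEC primary endothelial cells; signal is the percent of cells scored E-selectin positive by PE staining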
#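 Read-out: % PE-positive cells | Test system: HUVEC | Doses: One compound dose added by pin transfer | Buffer or medium: EGM-2 over gelatin coat | Signal: Immunofluorescence imaging | Benchmarks: TNF-alpha, DMSO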
# ERp5 block – inhibitors of human ERp5 | ERp5 insulin aggregation, absorbance 650 nm, 90 min | inhibition, % at 9.99 µM | AID 651711 | 350,000 tested, 0.05% active | Q15084;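 active means mean replicate inhibition above about 25%, with every replicate also reaching it, limit read from the data, passing the limit was not always enough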
# RAD54 branch – RAD54 (human) branch migration inhibition. RAD54 Holliday junction branch migration, FAM/BHQ fluorescence. inhibition, % at 10.4 µM. 360,000 tested, 0.14% active;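 active means mean normalized replicate activity at least 40 and at least half of replicates scoring 40 or more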;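 further: 0% = median of neutral control wells and 100% = median of positive control wells; inhibitors cause a drop in the FAM fluorescence signal; in these data hits start at about 50%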
# Target sequence (Q92698 whole entry, looked up): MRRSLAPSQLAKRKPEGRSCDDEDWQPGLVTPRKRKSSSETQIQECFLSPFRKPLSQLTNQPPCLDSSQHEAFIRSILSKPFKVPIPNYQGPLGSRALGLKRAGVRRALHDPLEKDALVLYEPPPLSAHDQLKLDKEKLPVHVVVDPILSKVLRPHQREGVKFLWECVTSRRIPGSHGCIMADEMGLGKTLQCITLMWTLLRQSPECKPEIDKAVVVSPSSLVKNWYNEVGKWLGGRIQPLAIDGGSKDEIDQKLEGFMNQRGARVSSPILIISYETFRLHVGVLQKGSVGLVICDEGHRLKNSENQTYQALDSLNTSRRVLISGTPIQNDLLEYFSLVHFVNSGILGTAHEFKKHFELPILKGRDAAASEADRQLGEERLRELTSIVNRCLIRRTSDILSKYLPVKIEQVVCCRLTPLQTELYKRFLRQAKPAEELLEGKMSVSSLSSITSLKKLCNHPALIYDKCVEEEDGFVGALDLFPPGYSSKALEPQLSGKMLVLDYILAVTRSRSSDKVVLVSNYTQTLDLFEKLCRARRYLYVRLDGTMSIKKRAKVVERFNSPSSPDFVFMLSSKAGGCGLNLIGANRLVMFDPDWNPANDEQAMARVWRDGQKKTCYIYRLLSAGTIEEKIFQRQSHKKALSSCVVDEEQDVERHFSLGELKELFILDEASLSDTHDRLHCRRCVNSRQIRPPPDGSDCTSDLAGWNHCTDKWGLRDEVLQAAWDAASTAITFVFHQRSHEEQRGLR
# RAD52 anneal inh – inhibitors of human RAD52 DNA annealing | recombinant RAD52 DNA annealing, FRET fluorescence | 360,000 tested, 0.46% active | inhibition, % at 18.7 µM;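 active means every replicate showing at least 50% inhibition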
# ARNT-TACC3 inh – disrupts binding between human ARNT and TACC3; 390,000 tested, 0.66% active; AlphaScreen His-ARNT PAS-B/GST-TACC3 binding, luminescence; TACC3 fragment carries E629A point mutation; inhibition, % at 9.99 µM;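 active means mean inhibition of replicates at least 50% and at least half of replicates each reaching 50%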;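 further: 0% = complete ARNT plus TACC3 wells and 100% = ARNT alone without TACC3; many hits fall short of the cut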
# * = called active by the depositor; i = inactive; x = no result given; & = joins results of further samples.
SMILES,esBAF inh,PglD DTNB,Casp6 inh,E-selectin induc,ERp5 block,RAD54 branch,RAD52 anneal inh,ARNT-TACC3 inh
CCOc1ccc(C=NN2CCCCCC2)cc1OCC,-6,-8,-5,0.4,1,-5,-5,6
Cc1cc(OC(=O)c2cc([N+](=O)[O-])ccc2Cl)c([N+](=O)[O-])c(=O)[nH]1,2,2,-2,0.6,3,-20,-4,-5
COc1ccc(CCN2CN(S(=O)(=O)c3ccc(OC)cc3)c3nc4ccccc4nc32)cc1,x,x,4,0.2,-2,x,-46,-3
C[C@H](CO)N1C[C@H](C)[C@H](CN(C)S(=O)(=O)c2ccc(Cl)cc2)OCc2ccccc2-c2c(n(C)c3ccccc23)C1=O,2,-3,1&1,3.7,2&-9,3,-15&7,x
COC(=O)C1=C(C)N(Cc2ccc(C)cc2)C(=O)C1,7,-2,x,x,x,2,x,-1
O=C(CN1C(=O)NC(Cc2c[nH]c3ccccc23)C1=O)Nc1ccccc1Br (centres undefined),-2,2,0,-0.1,7,-3,-5,2
Cc1ccc(S(=O)(=O)N2CCCCC2)cc1NC(=O)C1CCN(C(=O)OC(C)(C)C)CC1,3,4,-2,-0.2,5,13,-4,x
COc1ccc(/C=C2\CCCC3C2=NN(C(=O)COC(=O)CNC(=O)c2ccccc2)C3c2ccc(OC)cc2)cc1 (centres undefined),12,7,x,x,x,-3,x,-4
CC1(C(=O)OCC(=O)Nc2ccc(C(N)=O)cc2)CC1(Cl)Cl (centres undefined),x,x,-1,3.2,-4,x,1,-2
O=C(Nc1ccccc1)N1CCCCN2[C@H](C1)[C@@H](c1ccc(C#Cc3ccccc3)cc1)[C@@H]2CO,x,1,0,-0.9,-1,1,-6,-6
COc1cccc(C(c2sc3ncnn3c2O)N2CC(C)OC(C)C2)c1 (centres undefined),-1,-1,0,x,-2,2,3,-14
COCc1cc(N2CCNC[C@H]2C)ccc1N1C[C@@H](C)O[C@@H](C)C1,x,x,3,-0.2,0,x,2,x
CCn1c(=O)c2c3c(sc2n(C)c1=O)CCC3,-3,0,x,x,x,1,x,1
C[C@@H]1CN([C@H](C)CO)C(=O)c2cccc(NS(C)(=O)=O)c2O[C@H]1CN(C)S(=O)(=O)c1ccc(Cl)cc1,-1,5,1,-2.7,-8,6,2,-3
Cc1ccc(O)c(CCc2ccccc2)n1,8,2,15,-1.6,-4,10,-4,-5
CN(C)S(=O)(=O)NCCNc1ccc(C(F)(F)F)cc1[N+](=O)[O-],x,x,1,x,4,x,-7,-1
S=c1[nH]nc(-c2ccc(Cl)cc2)n1-c1ccc(Cl)cc1,1,1,2,x,2,7,-1,-8
CC1CCCCN1CCCNC(=O)C1CCN(c2nc3ccccc3o2)CC1 (centres undefined),0,-3,-4,0.3,-5,-1,-9,3
COc1ccc2[nH]c(C(=O)N(C)c3ccc(F)cc3F)cc2c1,6,x,7,x,-3,x,8,x
O=C(CSc1nc2ccccc2c(=O)n1Cc1ccco1)NCc1ccco1,-4,0,x,x,x,-13,x,-3
C[C@H]1CN([C@@H](C)CO)C(=O)c2cccc(N(C)C)c2O[C@@H]1CN(C)S(=O)(=O)c1ccc(Cl)cc1,0,-7,0,x,x,0,1,3
O=C(Nc1ccc(F)c(Cl)c1)N1CCCC1,x,x,2,-0.1,2,x,-10,x
Cc1ccc(S(=O)(=O)NCCC(=O)NCC(=O)Nc2c(C)cccc2C)cc1C,4,-2,-3,-0.1,2,0,-7,-1
CCOC(=O)c1[nH]ncc1CN1CCCC(C(=O)c2cccc3ccccc23)C1 (centres undefined),x,x,-2,x,1,x,-23,1
COc1ccc2[nH]c(=O)c(CN(CC3CCCO3)C(=O)Nc3ccccc3)cc2c1 (centres undefined),11,1,x,x,x,-1,x,-6
# The list goes on.
SMILES,esBAF inh,PglD DTNB,Casp6 inh,E-selectin induc,ERp5 block,RAD54 branch,RAD52 anneal inh,ARNT-TACC3 inh
COc1cccc(CN(C)CC(=O)NNC(=O)c2ccc(Cl)cc2)c1,-2,6,x,x,x,5,x,32
CCNS(=O)(=O)c1ccc(CCC(N)=O)cc1,x,x,0,x,-13,x,-6,-8
COc1c2c(nc3occc13)C(CC=C(C)C)(OC)C(OC(C)=O)CC2 (centres undefined),3,-1,x,x,x,-3,x,-6
Cc1ccc(NC(=O)CCS(=O)(=O)c2ccc3c(c2)NC(=O)C(C)S3)cc1Cl (centres undefined),-3,11,7,-0.3,3,10,-18,-12
CC(C)(C)c1ccc(C(=O)N2CCN(c3ncccn3)CC2)cc1,-5,0,-1,0.0,0,3,-12,-51
C[C@H]1CN([C@@H](C)CO)S(=O)(=O)c2ccc(C#Cc3ccccc3F)cc2O[C@@H]1CN(C)C(=O)Cc1ccncc1,2,-1,5,1.0,-5,-4,2,-1
COc1cc(/C=C/C(=O)OCC(=O)Nc2ccc3c(c2)OCCO3)ccc1O,x,4,x,16,x,-1,x,0
COc1ccc(Cl)cc1NC(=O)CCS(=O)(=O)c1cc2c(cc1C)NC(=O)CO2,-6,1,1,1.8,1,0,-20,1
CN1C(=O)c2ccc(NC(=O)c3cccc4ccccc34)cc2C1=O,11,6,3,0.1,1,6,-8,1
CCOc1ncccc1C(=O)OCc1cccc([N+](=O)[O-])c1,2,-3,-1,x,-2,7,-14,-2
O=C(CN1CCN(c2ccc(Cl)cc2)CC1)c1ccc2c(c1)OCO2,6,6,x,x,x,9,x,2
COC(=O)C1(C)NC(c2cccs2)C2C(=O)N(c3ccccc3F)C(=O)C21 (centres undefined),0,-2,x,x,x,-5,x,-12
CCN(C(=O)CN1C(=O)NC(c2ccccc2)(c2ccc(C)c(C)c2)C1=O)C1CCCCC1 (centres undefined),7,1,0,-0.2,0,-1,3,1
CCC1CCCCN1Cc1ccc(OC)c(C)c1 (centres undefined),-3,5,x,x,x,6,x,-14
Cc1ccc(-n2cnc3c(sc4nc(N5CCOCC5)c5c(c43)CCCC5)c2=O)cc1,x,9,-3,x,-2,-5,-12,x
CCCN1C[C@H](C)[C@H](OC)CN(C)C(=O)c2ccc(NC(=O)C3CCOCC3)cc2OC[C@@H]1C,-8,0,-7,-0.2,0,-9,0,5
COc1cccc(-c2ccc(C3[C@@H]4CN(C(=O)c5cnccn5)C[C@H]3N4)cc2)c1 (some centres undefined),x,x,-1&-4,0.1&-0.1,-6&0,x,-8&19,x
Cc1cccc(NC(=O)C2CCCN(C(=O)Nc3ccc(F)cc3)C2)c1 (centres undefined),-11,1,x,0.2,-3,-1,-6,-4
COc1ccc(S(=O)(=O)N(C)C[C@H]2Oc3c(NS(C)(=O)=O)cccc3C(=O)N([C@@H](C)CO)C[C@@H]2C)cc1,-3,0,-2,-4.9,12,-3,-5,-4
O=C(c1ccc(F)cc1)N(CC1CCC1)C[C@@H]1N[C@H](CO)[C@@H]1c1ccccc1,3,1,-7,0.0,-2,-4,-27,-9
COc1ccc(S(=O)(=O)N2CCCCC2)cc1NC(=O)CSc1nnc(C2CC2)n1C,5,1,5,x,-9,4,-10,2
CCCNC(=O)C1CCC(CNS(=O)(=O)c2ccc3c(c2)N(C(C)=O)CCO3)CC1 (centres undefined),0,-2,4,0.2,3,-5,-9,-4
CCC(=O)NNC(=S)NC(=O)c1ccc(C)cc1,x,x,-3,2.3,-4,x,-31,38
CC(C)(C)C(=O)Nc1ccc(S(=O)(=O)Nc2nccs2)cc1,-5,0,0,0.2,4,3,-12,-1
COc1ccc(N2CCN(C(=O)CN(c3ccc(OC)cc3)S(=O)(=O)c3ccccc3)CC2)cc1,x,-4,0,x,-1,5,-12,3

# Record cards, from the list above.
# `CN1C(=O)c2ccc(NC(=O)c3cccc4ccccc34)cc2C1=O` is listed with esBAF inh = 11; PglD DTNB = 6; Casp6 inh = 3; E-selectin induc = 0.1; ERp5 block = 1; RAD54 branch = 6; RAD52 anneal inh = -8; ARNT-TACC3 inh = 1
# `COc1cccc(-c2ccc(C3[C@@H]4CN(C(=O)c5cnccn5)C[C@H]3N4)cc2)c1` (some centres undefined) is listed with esBAF inh = x; PglD DTNB = x; Casp6 inh = -1&-4; E-selectin induc = 0.1&-0.1; ERp5 block = -6&0; RAD54 branch = x; RAD52 anneal inh = -8&19; ARNT-TACC3 inh = x
# `COc1ccc(N2CCN(C(=O)CN(c3ccc(OC)cc3)S(=O)(=O)c3ccccc3)CC2)cc1` is listed with esBAF inh = x; PglD DTNB = -4; Casp6 inh = 0; E-selectin induc = x; ERp5 block = -1; RAD54 branch = 5; RAD52 anneal inh = -12; ARNT-TACC3 inh = 3

# (more compounds)
SMILES,esBAF inh,PglD DTNB,Casp6 inh,E-selectin induc,ERp5 block,RAD54 branch,RAD52 anneal inh,ARNT-TACC3 inh
C/C=C/c1ccc([C@@H]2[C@H](CO)N(C(=O)CN(C)C)C23CN(C(=O)C2CCCC2)C3)cc1,x,x,-2,-0.1,-3,x,16,x
Cc1cccc(/N=C/c2c(O)cc(C)oc2=O)n1,-6,0,25,x,-3,-60,i,-1
CC(C)C#Cc1cnc2c(c1)C(=O)N([C@H](C)CO)C[C@H](C)[C@H](CN(C)C(=O)CCN1CCCCC1)O2,x,x,0,-0.3,6,x,22,x
COc1ccc(-c2ccc([C@@H]3[C@@H](CO)N4CCCCN(C(=O)NC(C)C)C[C@@H]34)cc2)cc1,-2,-10,-1,-0.2,1,1,1,-4
O=C(Cc1ccccc1)N1CC[C@@H]2[C@H](CO)Nc3ccc(C#Cc4ccccc4)cc3[C@@H]21,4,-1,-1,0.4,1,-2,-65,3
OC1(c2ccc(Br)cc2)CCNCC1,-13,3,x,x,x,9,x,10
C[C@H]1CN([C@@H](C)CO)C(=O)c2cc(-c3ccc(F)cc3)cnc2O[C@H]1CN(C)Cc1ccccn1,6,0,-1,0.6,3,-5,-8,-1
O=C(NC1CC1)c1cc2cc(Br)ccc2s1,19,-10,-4,0.9,-3,16,-6,-4
O=C(c1cccc(Cl)c1)N1CCN(Cc2ccc3c(c2)OCO3)CC1,1,3,0,0.1,0,-5,0,-6
Cc1ccnc(NC(=O)CCC(=O)N(CC(=O)NC(C)(C)C)Cc2ccc3c(c2)OCO3)c1,2,x,3,0.1,2,x,-9,1
CC1Cc2nc(SCC(=O)Nc3nccs3)n(C)c(=O)c2S1 (centres undefined),1,0,2,2.2,-2,2,-8,0
C=CC[C@@H](CC(=O)N[C@@H](CO)Cc1ccccc1)C(=O)N[C@H](COC(=O)[C@@H](CC=C)Cc1ccc(F)cc1)C(C)(C)C,-3,4,-2,0.8,-6,-8,4,-4
CN(N=O)c1ccc(C=C2C=Cc3ccccc32)cc1,x,x,-2,1.1,-4,x,-12,6
O=C1CCCCC(=O)[C@H](O)C[C@H](c2ccccc2)O1,x,x,-3,2.0,-1,x,-5,x
CCOC(=O)C1(C)CCCN(C(=O)c2ccccc2F)C1 (centres undefined),7,7,-3,2.0,-4,-4,-8,x
Cc1cc(Oc2ccc3ccccc3c2)nc(SCC(=O)c2ccccc2)n1,x,-2,x,0.2,x,-14,x,1
O=C(C[C@H]1CC[C@@H](NC(=O)CN2CCOCC2)[C@H](CO)O1)NC1CCC1,1,-1,1,0.3,24,8,-3,0
C[C@@H]1CN([C@@H](C)CO)C(=O)c2cc(NC(=O)Nc3ccccc3)ccc2O[C@H]1CN(C)S(=O)(=O)c1ccc(Cl)cc1,-5,4,-4,2.0,4,-5,-19,5
COc1ccc(OCc2cc(C(=O)NCC3CCOCC3)no2)c(Cl)c1,55*,9,4,x,-11,-11,-13,-5
CCC(=O)N1C[C@@H](O)COC[C@@H]2O[C@H](CC(=O)NCC3CCCCC3)CC[C@H]21,2,0,0,0.0,4,6,-5,4
CC1Sc2ccc(C(=O)Nc3ccc(S(=O)(=O)N(C)C)cc3)cc2NC1=O (centres undefined),-3,-7,5,x,-1,-10,-152,-2
CCNC(=O)C[C@H]1CC[C@@H](NS(=O)(=O)c2ccc(C)cc2)[C@H](CO)O1,1,-1,0,-0.2,0,-5,-7,-34
COC(=O)c1ccc(C(=S)N2CCOCC2)cc1,0,0,x,x,x,10,x,-2
Nc1nc(COC(=O)CCC(=O)c2ccccc2)nc(Nc2ccccc2)n1,x,2,-21,x,4,2,-24,0

# The order is random; any-hit rate near 3.2%.
